ST2 IL33 inh: blocks human ST2 binding to IL-33 | Q01638 | inhibition, % for hits at 17 µM | 2.3% of 78,000 active | AlphaLISA ST2-Fc/biotin-IL-33 interaction, 1 h; in the data active means inhibition above about 30%; inconclusive means mostly about 10% to 28%
Target sequence (Q01638 whole entry, looked up): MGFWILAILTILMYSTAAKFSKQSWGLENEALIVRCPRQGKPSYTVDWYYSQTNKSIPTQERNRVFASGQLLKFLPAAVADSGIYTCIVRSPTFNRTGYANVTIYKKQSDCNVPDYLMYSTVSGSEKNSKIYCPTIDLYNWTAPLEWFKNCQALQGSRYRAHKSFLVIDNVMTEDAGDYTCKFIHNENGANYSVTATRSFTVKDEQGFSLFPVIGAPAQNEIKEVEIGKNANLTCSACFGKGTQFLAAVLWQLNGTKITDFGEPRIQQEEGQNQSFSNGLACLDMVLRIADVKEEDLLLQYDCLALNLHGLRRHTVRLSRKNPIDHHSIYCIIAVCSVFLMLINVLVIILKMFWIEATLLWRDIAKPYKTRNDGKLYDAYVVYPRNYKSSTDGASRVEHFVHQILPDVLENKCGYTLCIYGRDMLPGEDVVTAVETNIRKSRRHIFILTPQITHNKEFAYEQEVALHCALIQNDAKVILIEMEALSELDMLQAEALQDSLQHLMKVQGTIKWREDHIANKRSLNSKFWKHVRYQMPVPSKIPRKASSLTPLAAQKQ
Active calls of the source: *; i = inactive; ? = inconclusive. A portion of the library (hit frequency here may not be typical).

SMILES	ST2 IL33 inh
COc1ccc(-n2nc(C(=O)NCc3ccco3)c3c4ccccc4n(C)c3c2=O)cc1Cl	i
Oc1ccc(-c2ncccc2O)cc1	i
CS(=O)(=O)c1ccc(CN2C[C@@H]3[C@H](C2)[C@H]2CC[C@@H]3O2)cc1	?
Cc1noc(C)c1-n1c(C2CCCCC2)n[nH]c1=O	?
COc1cccc2cc(NC(=O)/C=C/c3ccccc3)c(=O)oc12	i
CCN(CC)CCNC(=O)c1cn(CCOC)c(=O)c2c1c1ccccc1n2C	i
COc1ccccc1CNC(=O)C(C)Oc1ccccc1 (centres undefined)	?
N#CCCC12CCCCC1=Nc1ccccc12 (centres undefined)	i
COc1cccc(/C=C2/C(=O)NN(c3ccc(F)cc3)C2=O)c1	i
O=S(=O)(NCCN1CCCC1)c1cccc2nsnc12	?
Cn1c(SCc2nc3ccccc3[nH]2)nnc1-c1ccc(NC(=O)c2ccccc2Cl)cc1	i
CC(C)C[C@@H]1N[C@H](C(=O)N2CCCCC2)Cc2cn(Cc3nccn3C)c3cccc1c23	i
COc1cc(C(=O)NC(C(=O)O)C(C)C)cc(OC)c1OC (centres undefined)	i
O=C1Nc2ccc(I)cc2C1=Cc1cc(Br)c(O)c(Br)c1	?
Cc1ccc(C(=O)O)cc1-c1ccc(C=C2C(=O)OC3(CCCCC3)OC2=O)o1	i
COc1ccc(CCNC(=O)C2CCCN2c2nnc(N3CCCCC3=O)s2)cc1OC (centres undefined)	i
O=C(c1ccc2nc3ccc(Cl)cc3c(=O)n2c1)N1CCCCC1	i
CCc1nc2scc(-c3ccc(Br)cc3)c2c(=O)o1	i
Cc1nn(-c2ccccn2)c(C)c1[C@@H]1C=C[C@@H](NC(=O)c2cccs2)C1	?
COC(=O)[C@@H]1Cc2ncn(C)c2CN1C(=O)c1ccc(OC)cc1	i
Cc1n[nH]c(C)c1Sc1ccc(Cl)cc1	i
Cc1ccc(C(O)=C2C(=O)C(=O)N(CCCN(C)C)C2c2ccccc2F)cc1 (centres undefined)	?
Cc1nn(C)c(C)c1CCC(=O)N1CCC(Oc2ncccn2)CC1	i
Cc1cccc2c(-c3ccncn3)c[nH]c12	i
CN1CC(n2cnnc2)c2sccc2S1(=O)=O (centres undefined)	i
CC1CC(Nc2ccccc2)c2ccccc2N1C(=O)Cc1ccccc1 (centres undefined)	?
CCCNC(=O)N1CCN(c2nc(Cc3ccccc3)c3c(c2C#N)CC(C)(C)OC3)CC1	i
O=C(C1CC1)N1CCc2cc(Br)cc(S(=O)(=O)Nc3cccc4c3CCCC4)c21	?
CC(=O)N1CCC(N2CCC[C@H]2c2nc(-c3ccnc(NS(C)(=O)=O)c3)no2)CC1	i
O=C(CSc1nc2c(c(=O)n1-c1ccc(Cl)cc1)SCC2)Nc1ccccc1F	i
CCCCNC(=O)c1c[nH]n2c(=O)c(Cc3ccccc3F)c(C)nc12	?
CSc1nccn1CC(=O)Nc1ccc(F)cc1	i
NC(=O)C1CCCN(C2CC(=O)N(c3ccccc3)C2=O)C1 (centres undefined)	i
COC(=O)c1ccc(-c2noc(CN(C)Cc3ccc4nsnc4c3)n2)cc1	i
Cc1cc(Nc2ccccc2C)n2ncnc2n1	i
Cc1ccccc1N1CCN(C2CCCN(Cc3nc(-c4ccccc4)cs3)C2)CC1 (centres undefined)	?
Cc1ccc(-c2ccnc(N(C)CC3CCCO3)n2)c(C)n1 (centres undefined)	?
C=C(C)Cn1c(CCCNC(=O)COc2ccccc2)nc2ccccc21	i
CC(C)Cn1cncc1CNC(=O)c1cc(C2CC2)[nH]n1	i
C=C(C)COc1cccc(CNCc2cnc(C)cn2)c1	i
CC(=O)c1ccc(NC(=O)c2cc(-c3ccc(Br)cc3)on2)cc1	?
O=C(CSc1c2c(nc3ccccc13)CCC2)Nc1ccc(F)cc1	?
CCOc1ccc(S(=O)(=O)Nc2ccc3oc4c(c3c2)CC(C)CC4)cc1 (centres undefined)	i
COc1cccc(CNc2ccc3c(c2)ncn3C)c1	?
COc1ccccc1C(=O)NCCn1cc(SCc2ccccc2F)c2ccccc21	?

20 entries already listed, ordered by count of non-hydrogen atoms, smallest number first.
SMILES	ST2 IL33 inh
Oc1ccc(-c2ncccc2O)cc1	i
Cc1n[nH]c(C)c1Sc1ccc(Cl)cc1	i
Cc1cccc2c(-c3ccncn3)c[nH]c12	i
CN1CC(n2cnnc2)c2sccc2S1(=O)=O (centres undefined)	i
CSc1nccn1CC(=O)Nc1ccc(F)cc1	i
CCc1nc2scc(-c3ccc(Br)cc3)c2c(=O)o1	i
O=S(=O)(NCCN1CCCC1)c1cccc2nsnc12	?
CS(=O)(=O)c1ccc(CN2C[C@@H]3[C@H](C2)[C@H]2CC[C@@H]3O2)cc1	?
COc1cc(C(=O)NC(C(=O)O)C(C)C)cc(OC)c1OC (centres undefined)	i
COc1cccc(/C=C2/C(=O)NN(c3ccc(F)cc3)C2=O)c1	i
COc1cccc2cc(NC(=O)/C=C/c3ccccc3)c(=O)oc12	i
Cc1nn(C)c(C)c1CCC(=O)N1CCC(Oc2ncccn2)CC1	i
Cc1nn(-c2ccccn2)c(C)c1[C@@H]1C=C[C@@H](NC(=O)c2cccs2)C1	?
CC1CC(Nc2ccccc2)c2ccccc2N1C(=O)Cc1ccccc1 (centres undefined)	?
COC(=O)c1ccc(-c2noc(CN(C)Cc3ccc4nsnc4c3)n2)cc1	i
Cc1ccc(C(O)=C2C(=O)C(=O)N(CCCN(C)C)C2c2ccccc2F)cc1 (centres undefined)	?
CC(=O)N1CCC(N2CCC[C@H]2c2nc(-c3ccnc(NS(C)(=O)=O)c3)no2)CC1	i
Cc1ccccc1N1CCN(C2CCCN(Cc3nc(-c4ccccc4)cs3)C2)CC1 (centres undefined)	?
CC(C)C[C@@H]1N[C@H](C(=O)N2CCCCC2)Cc2cn(Cc3nccn3C)c3cccc1c23	i
CCCNC(=O)N1CCN(c2nc(Cc3ccccc3)c3c(c2C#N)CC(C)(C)OC3)CC1	i

(further entries)
SMILES	ST2 IL33 inh
O=C(NCc1cccnc1)c1ccc2nc3ccccc3c(=O)n2c1	i
COc1ccc(OCC(=O)Nc2ccc(OCC(N)=O)cc2)cc1	?
COc1ccc(OC)c(-c2nc3sc4c(c3c(=O)[nH]2)CCCC4)c1	?
COc1ccc(NS(=O)(=O)c2ccccc2)cc1	i
COc1cc2c(cc1OC)C(C(=O)N1CC(C)CC(C)C1)C(c1ccccc1F)N(C)C2=O (centres undefined)	i
O=[N+]([O-])c1cccc(S(=O)(=O)Nc2ccccc2O)c1	?
CN1C(=O)C2(CCN(C(=O)COCC3CCCCO3)CC2)c2ccccc21 (centres undefined)	?
C=C(COC(=O)C(C)C)C1Oc2cc(C(C)=O)ccc2C1OC(=O)C(C)C (centres undefined)	i
CCC1=C(c2ccc(OC)cc2)S(=O)(=O)N(CC(=O)NCc2cccc(OC)c2)C1=O	i
CCCC(C(=O)N1CCCn2cncc2C1)n1cccc1 (centres undefined)	?
Cc1ccc(Cl)cc1N=Cc1nc(-c2ccc(Cl)cc2)oc1O	i
CCOc1ccnc(N2CCN(Cc3cccc(C)c3)C(=O)C2)n1	i
Cc1c(Cl)cccc1N1C(=O)Nc2cc(Cl)c(Cl)cc2N1O	i
Cc1ccc2oc(C(=O)OC(CN(C)C)CN(C)C)cc2c1	i
COc1ccc(C2SCCN2S(=O)(=O)c2ccc(Cl)c(Cl)c2)cc1OC (centres undefined)	i
COCCNC(=S)N[C@H]1C[C@H]2C(=O)NC[C@@H](CCC(=O)NCc3ccccc3)N2C1	i
CCc1nnc(CN(C)c2ncc(C)c(N(C)C)n2)o1	?
CCOC(=O)N1CCC(N2CCC3(CCNC(=O)CC3)CC2)CC1	?
COc1cc2c(C(=O)NCCCN3CCCCCC3)cn(C)c(=O)c2cc1OC	i
COc1cc(/C=C/c2nc3ccccc3c(=O)n2-c2cccc([N+](=O)[O-])c2)ccc1O	i
CCOc1ccc(NS(=O)(=O)c2c(C)noc2C)cc1	i
CN(C)CCOC(=O)NC12CC3CC(CC(C3)C1)C2	i
Cc1nnc(Sc2cc(C(=O)NC3CCCC3)c3ccccc3n2)s1	i
CCCc1[nH]nc2c1C(c1sccc1C)C(C#N)=C(N)O2 (centres undefined)	i
O=C(Cc1ccccc1)NCCCc1nc2ccccc2n1Cc1ccccc1F	i
O=C1CSC(c2ccc([N+](=O)[O-])cc2)N1c1c(F)cccc1F (centres undefined)	?
COC(C)c1nncn1-c1cccc2ccccc12 (centres undefined)	i
COc1ccc(C2C3=C(CCCC3=O)Nc3nc(SCc4ccccc4F)nn32)cc1OC (centres undefined)	?
COc1cc(OC)c(OC)cc1CN1CCC(N2CCCCC2)CC1	i
CO[C@H]1[C@H](NC(=O)c2ccccn2)c2ccccc2C12CCN(C(=O)CSc1ccccc1)CC2	i
Cc1cc(C)c2c(=O)[nH]c(SCC(N)=O)nc2n1	i
CN(C)Cc1csc(-c2nccn2CCc2cccnc2)c1	i
Cc1nc2cc(NC(=O)c3ccccc3)ccc2n1Cc1ccccc1	i
Cc1ccc(NC(=O)CCC2CCCC2)nc1	i
O=c1c(Oc2ccccc2)c(C(F)(F)F)oc2cc(O)ccc12	i
O=c1[nH]nc(SCc2ccc(Br)cc2)c(=O)[nH]1	i
COc1ccc(CC(=O)N(C)c2ccccc2)cc1	?
COc1ccc2c(c1OC)C(=O)O[C@@H]2[C@H]1c2c(cc3c(c2OC)OCO3)CCN1C	?
CC(=O)n1c2c(c3ccccc31)OC(N)=C(C#N)C2c1ccsc1 (centres undefined)	i
CCOc1ccc(C(=O)NC2CC(=O)N(c3ccc(F)cc3)C2)cc1OCC (centres undefined)	i
O=C(Cn1cnc2c(oc3ccccc32)c1=O)NCc1ccccc1Cl	?
CCCC(C)C(=O)Nc1ccc(OC)cc1OC (centres undefined)	i
Cc1nc2ccc3nc(NC(=O)c4ccc5c(c4)OCCO5)sc3c2s1	i
O=C(c1ccc2c(c1)N(Cc1ccc(Cl)cc1)C(=O)CS2)N1CCOCC1	i
CN(C)c1ccc(CN2CCC3(CC2)C(=O)N(Cc2ccccc2)C(=O)N3CCc2ccccc2)cc1	?
CC1(C)C=Cc2c(nc3ccccc3c2NCc2ccccc2)C1	?
O=C(CSc1nc2c(c(=O)n1-c1ccc(Cl)cc1)SCC2)Nc1ccccc1	i
CC(C)Oc1ccc(CN2CCCC(CCC(=O)Nc3ccccc3F)C2)cc1 (centres undefined)	?
CCCN(CCC)S(=O)(=O)c1cccc2nonc12	i
CC(C)NS(=O)(=O)c1ccc2[nH]c(=O)sc2c1	i
OCC1OC(Oc2cc(O)cc(/C=C/c3ccc(O)cc3)c2)C(O)C(O)C1O (centres undefined)	i
O=C1CCCN2N=C(SCC(=O)NCc3ccc(F)cc3)SC2=N1	i
COc1ccc2nc(NS(=O)(=O)c3ccc(C)cc3)sc2c1	i
CC(C)c1ccc2c(c1)c(SC(C)(C)C)c(CC(C)(C)C(=O)O)n2Cc1ccc(Cl)cc1	?
Clc1ccc(OCCCCSc2ncccn2)cc1	i
Cc1ccc(-c2csc(/C(C#N)=C/c3ccc([N+](=O)[O-])cc3)n2)cc1	?
CCCc1nc(CN(C)C(=O)C2(Nc3ccc(C)cc3)CCCC2)no1	i
COc1ccc(OCC(=O)Nc2cccc(OCc3cc(=O)n4ccc(C)cc4n3)c2)cc1	?
C[C@@H]1Oc2c(c(O)c3c(c2C(CC(=O)O)c2ccccc2)OC(C)(C)C=C3)C(=O)[C@H]1C (some centres undefined)	?
Fc1ccc(Nc2cccc3nccnc23)cc1	49%*
(further entries)
SMILES	ST2 IL33 inh
CC1CC2OC3(OC2C(C)(C)O)C1C1(C)CCC24CC25CCC(O[C@@H]2OC[C@@H](O)[C@H](O)[C@H]2O)C(C)(C)C5CC=C4C1(C)C3O (some centres undefined)	i
CSc1ccccc1Nc1ncnc2c1cnn2-c1cccc(C)c1	i
Cc1ccc2nc(NC(N)=NS(=O)(=O)c3ccc([N+](=O)[O-])cc3)nc(C)c2c1	?
CC1CCCCN1CC(=O)N1CCCc2c1c(=O)oc1ccc(OCc3ccccc3)cc21 (centres undefined)	?
O=C1CCCN1C1CCCN(Cc2cc(-c3ccccn3)no2)C1 (centres undefined)	?
COc1ccc(C2C=C(c3ccc(Br)cc3)Nc3ncnn32)cc1OC (centres undefined)	?
CCOC(=O)C1C(=O)C=C(c2ccc(C)cc2)CC1c1ccc(C)cc1 (centres undefined)	i
O=C(Nc1c2c(nn1-c1cccc(Cl)c1)CS(=O)C2)c1cccs1 (centres undefined)	i
O=C(Nc1ccccc1)OC1CCS(=O)(=O)C1 (centres undefined)	i
Cc1nc(C(C)N(C)Cc2ncccc2C(=O)O)c(C)s1 (centres undefined)	i
Cc1nc(=O)c(-c2ccccc2)c(C)n1-c1ccc(S(N)(=O)=O)cc1	i
Cc1cc(O)c(C(C)C)cc1O[C@@H]1O[C@H](CO)[C@@H](O)[C@H](O)[C@H]1O	i
COCCSc1ncc(-c2cccc(F)c2)c(C2CCN(C(=O)/C=C/c3ccccn3)CC2)n1	?
Cc1ccc(-n2c(C)nc3c(cnn3-c3ccccc3Cl)c2=O)cc1C	i
COCCN(Cc1ccc(C)cc1)C(=O)c1ccc(N(C)S(C)(=O)=O)cc1	?

Fetched by compound from above:
SMILES	ST2 IL33 inh
Cc1cc(O)c(C(C)C)cc1O[C@@H]1O[C@H](CO)[C@@H](O)[C@H](O)[C@H]1O	i
CC1CCCCN1CC(=O)N1CCCc2c1c(=O)oc1ccc(OCc3ccccc3)cc21 (centres undefined)	?

Next part
SMILES	ST2 IL33 inh
Cc1ccc(CN2CCCN(CC(=O)NC3CCCC3)S2(=O)=O)cc1	i
O=C1N/C(=C\c2ccc([N+](=O)[O-])cc2)C(=O)N1Cc1ccc(Cl)cc1	i
CCN(CC)C1CCS(=O)(=O)C1 (centres undefined)	i
CN(C)c1nc2c(c(=O)[nH]1)CCN(C(=O)CC1NC(=O)c3ccccc31)C2 (centres undefined)	i
CCc1ccccc1NC(=O)C(C)N(c1ccc(OC)cc1)S(C)(=O)=O (centres undefined)	i
CN(Cc1ccc2nsnc2c1)Cc1nc(-c2cnccn2)no1	i
Cn1c(=O)cc(SCC(=O)NCCCN2CCOCC2)c2ccccc21	i
Cc1cc(-c2c(-c3ccccc3)ncn2CCNc2ccccc2)n[nH]1	?
COc1ccc2nc(N=C(N)NC(C)=O)nc(C)c2c1	i
COc1ccccc1N1CCN(CC(O)COCc2ccc(Cl)cc2)CC1 (centres undefined)	?
CCN(CC)C(=O)N1CCC2(CC1)CN(Cc1cccc(C)n1)CCN2C	?
O=C(NCCN1CCOCC1)c1cc(-c2ccc(Br)cc2)on1	i
O=C(C1CCCC1)N1CCN=C1SCc1ccccc1F	i

Bioassay records from PubChem.
